HCMV inh – blocks human cytomegalovirus replication | activity change, negative = inhibition, % at 57.5 µM | 410,000 tested, 4.5% active | HFF cells, HCMV-luciferase reporter, 72 h; stronger effect = lower value | AID 1259415; in the data active = activity change below about -60%; inconclusive = no clear call, values can overlap the other calls; inactive = above about -39%
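Screen run at 2 compound doses on HFFs infected with reporter HCMV, MOI 1 PFU/cell. Luciferase activity from cell lysates at 72 h post infection gave inhibition relative to buffer-only and Salinomycin wells.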
LmPK inhibitor – LmPK (Leishmania mexicana) enzyme inhibition | 290,000 tested, 0.37% active | AID 1721 | purified LmPK, Kinase-Glo ATP luminescence, 1 h | Potency, µM (top dose mostly 57.5 µM), without a hit: at the highest dose activity change, negative = inhibition, actives largely listed as inhibitors | Q27686; also: potency is read from the fitted curve at half-maximal effect
Target sequence (Q27686 whole entry, looked up): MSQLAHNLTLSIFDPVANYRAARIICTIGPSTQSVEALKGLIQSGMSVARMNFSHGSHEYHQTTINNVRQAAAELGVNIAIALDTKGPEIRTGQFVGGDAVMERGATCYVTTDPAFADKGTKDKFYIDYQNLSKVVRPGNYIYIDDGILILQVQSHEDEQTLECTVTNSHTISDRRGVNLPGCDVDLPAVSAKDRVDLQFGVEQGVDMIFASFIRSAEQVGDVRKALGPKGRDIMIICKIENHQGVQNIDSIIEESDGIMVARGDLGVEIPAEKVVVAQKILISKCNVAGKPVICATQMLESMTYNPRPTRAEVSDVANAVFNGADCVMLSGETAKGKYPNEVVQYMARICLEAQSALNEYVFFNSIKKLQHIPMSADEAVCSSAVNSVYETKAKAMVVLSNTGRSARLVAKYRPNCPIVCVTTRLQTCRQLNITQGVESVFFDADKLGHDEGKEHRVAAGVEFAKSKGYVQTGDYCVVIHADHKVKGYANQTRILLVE
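Purified LmPK (0.1 nM) with 0.5 mM PEP and 0.1 mM ADP in imidazole buffer pH 7.2 with MgCl2/KCl, 1 h at room temperature. ATP formed was read by luciferase luminescence and normalized to no-enzyme and uninhibited controls.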
HCV inh – inhibitors of hepatitis C virus infection. Huh7.5.1 HCVcc-Cre infection, luciferase reporter, 44 h. Potency, µM (series often up to 41.8 µM), inactives show at the highest dose activity change, negative = inhibition, hits mostly inhibitors. 340,000 tested, 3.4% active; also: potency is read from the fitted curve at half-maximal effect
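Infectious HCVcc-Cre (~0.5 moi) was added to cells just after compound, with cells seeded 4 h earlier at 1,000 per well. Luciferase activity after 44 h culture reported infection; substrate was incubated 15 min at room temperature before reading.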
Tb PYK inh – T. brucei pyruvate kinase inhibition. 410,000 tested, 0.12% active. Potency, µM (doses to about 76.8 µM), for the others: at the highest dose activity, negative = inhibition, usual class: inhibitors. AID 624173. TbPYK enzyme, Kinase-Glo Plus ATP luminescence, 45 min. Q57TT1; also: potency is read from the fitted curve at half-maximal effect; nearly all actives have a fitted effect of over 50% in size
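Assay buffer: 50 mM TEA pH 7.2, 100 mM KCl, 10 mM MgCl2, 0.05% BSA, 0.01% Tween-20. Pyruvate kinase from T. brucei plus substrate met compound, then ADP (130 uM final). Luminescence was read post 45 min RT.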
AmpC inh no detg – blocks E. coli AmpC beta-lactamase in detergent-free assay. Potency, µM (top dose mostly 57.1 µM), for inactives: at the top dose activity change, negative = inhibition, most hits filed as inhibitors. P00811. AmpC nitrocefin hydrolysis, absorbance 480 nm, 0.0001% Triton. 330,000 tested, 0.52% active;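 also: potency is read from the fitted curve at half-maximal effect; plate controls were no compound for no effect and no enzyme for full effect; nearly all actives have a fitted effect of over 20% in size; some results filed as inactive show a strong effect at the top dose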
Target sequence (P00811 whole entry, looked up): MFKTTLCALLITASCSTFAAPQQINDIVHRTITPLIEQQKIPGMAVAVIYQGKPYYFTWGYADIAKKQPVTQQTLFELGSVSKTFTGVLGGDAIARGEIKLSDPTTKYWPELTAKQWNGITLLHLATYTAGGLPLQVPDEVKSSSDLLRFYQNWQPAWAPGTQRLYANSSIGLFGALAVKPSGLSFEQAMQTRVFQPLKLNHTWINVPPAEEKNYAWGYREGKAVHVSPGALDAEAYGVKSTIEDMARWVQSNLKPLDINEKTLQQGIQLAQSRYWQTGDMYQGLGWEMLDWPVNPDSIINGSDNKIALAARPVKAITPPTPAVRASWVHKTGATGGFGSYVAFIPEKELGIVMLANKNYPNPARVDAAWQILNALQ
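AmpC (5.3 nM in the dispensed reagent) in 20 mM phosphate pH 7.0 with 0.01% (detergent screen) or 0.0001% Triton X-100 was preincubated with compounds for 15 min at room temperature. Nitrocefin was then added from an 800 uM solution, and hydrolysis was followed at 480 nm.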
AMA1-RON2 inh – disrupts binding of P. falciparum AMA1 to RON2 | AlphaScreen AMA1-biotinylated RON2 peptide binding | Potency, µM (highest dose often 58.2 µM), without a hit: at the top dose activity change, negative = inhibition, usual class: inhibitors | 360,000 tested, 0.2% active | AID 720542;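 also: potency is read from the fitted curve at half-maximal effect; 0% = vehicle wells and -100% = peptide control; nearly all actives have a fitted effect of over 45% in size; some results filed as inactive show a strong effect at the top dose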
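AMA1 (3D7) with his tag at 25 nM final met compounds first, then biotinylated RON2 peptide at 25 nM; detection used donor plus acceptor beads, 10 µg/mL apiece, read by AlphaScreen after 30 min at room temperature.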
AmpC inh detg – AmpC beta-lactamase inhibition with detergent present | P00811 | AmpC hydrolysis of nitrocefin, absorbance 480 nm, 0.01% Triton | Potency, µM (series often up to 114 µM), for the others: at the highest dose activity change, negative = inhibition, usual class: inhibitors | 370,000 tested, 0.041% active | AID 485294;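 also: potency is read from the fitted curve at half-maximal effect; 0% = no-compound wells and -100% = no-enzyme wells; nearly all actives have a fitted effect of over 25% in size; some results filed as inactive show a strong effect at the top dose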
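20 mM phosphate pH 7.0 + 0.01% (detergent screen) or 0.0001% Triton X-100; 5.3 nM AmpC reagent; cpd preinc 15 min RT; nitrocefin (800 uM stock) to start; A480 q20 s × 4 min; Activity was normalised to no-enzyme and no-compound control wells.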
* hit, by the source's call; ? = inconclusive; / = no result given; [ ] = dose if it differs, or a comment. Unless noted, calls follow the shape of the dose curve; as a rule, active = well fitted curve in the direction sought with a large enough effect; inconclusive = small, poorly fitted or top-dose-only effect, or another doubt; inactive = no such curve, though single readings can be large; an effect the other way counts as inactive or inconclusive. Unless noted, % is scaled to controls: 0 for no effect and ±100 for the full control effect.

1: COc1ccc(S(=O)(=O)NC(C)C(=O)N2CCCCCC2)cc1 (configuration not stated)
2: CN(C)c1ccc(-c2cc3ccccc3c(=O)o2)cc1
3: COc1ccccc1N(C)S(=O)(=O)c1ccc(C(=O)Nc2cccc(Br)c2)cc1
4: O=C(NC(c1ccccc1)c1ccccc1)N1CCOCC1
5: Cc1ccc(Cl)cc1NC(=O)CSC1=Nc2ccccc2C2=NC(Cc3ccccc3)C(=O)N12 (configuration not stated)
6: CC(C)(C)Cc1c(-c2cccc(Br)c2)nc2ccc(Br)cn12

Compound | 1 | 2 | 3 | 4 | 5 | 6
HCMV inh | 65 | 70 | 46 | -36 | ? | 4
LmPK inhibitor | -9% | / | / | -2% | / | /
HCV inh | 4% | -2% | 13µM* | 11% | / | /
Tb PYK inh | 0% | -6% | 1% | 4% | -5% | -21%
AmpC inh no detg | -1% | -19% | -26% | -22% | / | /
AMA1-RON2 inh | -8% | 42%[activator] | 1% | -3% | / | 0%
AmpC inh detg | -11% | / | / | 3% | 22% | /

7: CCOC(=O)N1CCc2c(sc(NC(=O)CN3CCOCC3)c2C(=O)Nc2ccccc2)C1
8: COc1cccc(NC(=O)Cn2cc(C(=O)C3CC3)c3ccccc32)c1
9: COc1cc(NC(=O)COC(=O)c2ccc(S(=O)(=O)N3CC(C)CC(C)C3)cc2)c(C)cc1[N+](=O)[O-] (configuration not stated)
10: Cc1ccc(=O)n(C(C(=O)NCc2ccco2)C(=O)c2ccc(F)cc2)c1 (configuration not stated)
11: O=C(NC1CCCCC1)N1CCN(c2nc(-c3ccccc3)cs2)CC1
12: O=C(NC(=S)Nc1cc(C(F)(F)F)ccc1N1CCOCC1)c1ccco1

Compound | 7 | 8 | 9 | 10 | 11 | 12
HCMV inh | -6 | -20 | / | -12 | ? | 27
LmPK inhibitor | 1% | / | -1% | 7% | 6% | 4%
HCV inh | ? | -6% | 0% | 9% | 10µM* | -26%
Tb PYK inh | -3% | 3% | 0% | 0% | -13% | -4%
AmpC inh no detg | -8%[2.29 µM] | 28µM* | -19% | -17% | -8% | 73%[activator]
AMA1-RON2 inh | 28% | 3% | -25% | 24% | -14% | 36%[activator]
AmpC inh detg | 0% | ? | -6% | -2% | -1% | 2%

Laid out differently: results already given.
Every second line gives: HCMV inh, LmPK inhibitor, HCV inh, Tb PYK inh, AmpC inh no detg, AMA1-RON2 inh, AmpC inh detg
12) O=C(NC(=S)Nc1cc(C(F)(F)F)ccc1N1CCOCC1)c1ccco1
  27, 4%, -26%, -4%, 73%[activator], 36%[activator], 2%
11) O=C(NC1CCCCC1)N1CCN(c2nc(-c3ccccc3)cs2)CC1
  ?, 6%, 10µM*, -13%, -8%, -14%, -1%
9) COc1cc(NC(=O)COC(=O)c2ccc(S(=O)(=O)N3CC(C)CC(C)C3)cc2)c(C)cc1[N+](=O)[O-] (configuration not stated)
  /, -1%, 0%, 0%, -19%, -25%, -6%

Remaining list, next part
13: O=c1c2ccccc2nc(SCc2ccc([N+](=O)[O-])cc2)n1-c1ccccc1
14: CNC(C)c1cc(OC)ccc1OC (configuration not stated)
15: CN(Cc1ccccc1)C(=O)c1ccc2nc([C@H]3C[C@H](O)[C@@H](CO)O3)[nH]c2c1
16: CC(=O)OCC(=O)C1(O)CCC2C3CCC4=CC(=O)C=CC4(C)C3C(O)CC21C (configuration not stated)
17: O=C1OCCC1Sc1nnc(-c2ccc(Cl)cc2Cl)o1 (configuration not stated)
18: Cc1ccccc1C(=O)NC(C(N)=O)P(=O)(OC(C)C)OC(C)C (configuration not stated)

Compound | 13 | 14 | 15 | 16 | 17 | 18
HCMV inh | -15 | -10 | -6 | 66 | -30 | 40
LmPK inhibitor | 4% | -4% | / | -12% | -11% | 2%
HCV inh | ? | 11% | / | 17% | 9% | 9%
Tb PYK inh | -3% | -15% | 3% | -4% | 2% | 29%
AmpC inh no detg | -31% | -17% | / | 7% | 1% | -7%
AMA1-RON2 inh | -21% | -2% | 33%[activator] | 17% | -10% | 13%
AmpC inh detg | -3% | -12% | / | 5% | -4% | 6%

19: O=C(NCCN1CCOCC1)C(=O)c1c[nH]c2ccccc12
20: Cc1ccc(Nc2nc(Cl)nc(NC(C)(C)C)n2)cc1
21: Cc1cc(C)cc(N2C(=O)CC(c3ccccc3)CC2=O)c1
22: COc1ccccc1C(=O)N1CCN(c2nc3cc(C)c(C)cc3cc2C#N)CC1
23: CC(C)Oc1ccc(CNC(=O)c2ccc3c(c2)nc2n3CCOC2)cc1
24: CC(C)C(c1nnnn1Cc1cccs1)N1CCN(C2CCCC2)CC1 (configuration not stated)

Compound | 19 | 20 | 21 | 22 | 23 | 24
HCMV inh | 10 | 11 | -11 | ? | 16 | 27
LmPK inhibitor | -7% | 5% | / | 0% | / | 0%
HCV inh | -9% | -13% | 14% | ? | / | 4%
Tb PYK inh | -3% | 0% | -1% | -1% | 1% | -1%
AmpC inh no detg | 110%[activator] | -24% | -10% | 114%[activator] | / | -10%
AMA1-RON2 inh | 0% | -21% | 6% | 9% | / | 5%
AmpC inh detg | 0% | -7% | -4% | ? | -1% | -1%

25: O=C(C1=C[C@@H](c2ccc3c(c2)OCO3)C[C@@H](OCc2ccc(CO)cc2)O1)N1CCOCC1
26: CC1CCN(C(=O)CN2C(=O)C(=O)c3ccccc32)CC1
27: CC(=O)N1CCCc2cc(S(=O)(=O)N3CCC(C(=O)N(Cc4ccccc4)C(C)C)CC3)ccc21
28: CC1(C(=O)NCCc2ccccc2)Cc2c(-c3ccccc3)ccnc2O1 (configuration not stated)
29: CCOC(=O)C1=C(CN2CCN(c3ccccc3)CC2)NC(=O)NC1c1ccc(C)cc1 (configuration not stated)
30: COc1ccc(CCNC(=O)CCc2nc3sc4c(c3c(=O)[nH]2)CCCC4)cc1

Compound | 25 | 26 | 27 | 28 | 29 | 30
HCMV inh | -18 | / | -18 | -20 | 2 | 19
LmPK inhibitor | 0% | 7% | / | / | / | -5%
HCV inh | -8% | 14% | / | / | / | -25%
Tb PYK inh | 1% | -4% | -4% | 4% | 4% | -1%
AmpC inh no detg | 65%[activator] | -9% | / | / | / | -24%
AMA1-RON2 inh | 3% | -1% | / | -17% | / | 29%
AmpC inh detg | 3% | ? | -5% | / | -2% | 2%

31: COc1ccc(CNC2CCCc3ccccc32)c(OC)c1 (configuration not stated)
32: COc1cc2c(=O)c(S(=O)(=O)c3ccc(F)cc3)cn(Cc3ccc(Cl)cc3)c2cc1OC
33: CCCCn1c(C(C)NC(=O)c2ccccc2)nc2ccccc21 (configuration not stated)
34: Cc1cc(C)n(C2=NS(=O)(=O)c3ccccc32)n1
35: CCOC(=O)/C(=N\Nc1cc(Cl)ccc1Cl)N1CCOCC1
36: COCCn1c(=NC(=O)CSCC(=O)NC2CCCCC2)sc2cc(OC)ccc21

Compound | 31 | 32 | 33 | 34 | 35 | 36
HCMV inh | 15 | 11 | -18 | -2 | 6 | -20
LmPK inhibitor | -1% | / | / | 13µM* | -1% | 2%
HCV inh | -1% | / | / | 11% | -7% | ?
Tb PYK inh | 0% | -11% | -2% | -1% | 1% | -6%
AmpC inh no detg | -18% | / | / | -7% | -25% | 1%
AMA1-RON2 inh | -15% | / | / | 6% | 13% | 5%
AmpC inh detg | -6% | 6% | -9% | 0% | 3% | -7%

37: CCN1C(=O)CC(C(=O)O)SC1=Nc1ccc(OC)cc1 (configuration not stated)
38: CCNc1nc(NCC)nc(N(C#N)C(C)C)n1
39: CCc1cccc(C)c1NC(=O)CN(C)Cc1cccc(F)c1
40: Cc1ccc(NC(=O)/C=C\C(=O)NCC(=O)O)cc1C
41: Cc1ccc(CCNC(=O)CN(C)S(=O)(=O)c2ccc3c(c2)c(=O)n(C)c(=O)n3C)cc1
42: CCOC(=O)c1c(C)n(C(=O)c2ccco2)c(=O)n1C(=O)c1ccco1

Compound | 37 | 38 | 39 | 40 | 41 | 42
HCMV inh | -4 | 6 | ? | -8 | -23 | 25
LmPK inhibitor | -11% | -1% | 2% | -1% | 13% | -5%
HCV inh | 14% | -26% | -3% | 28% | 6% | 15%
Tb PYK inh | -5% | -2% | 1% | -11% | 1% | 1%
AmpC inh no detg | -15% | -16% | 19% | -13% | 15% | -15%
AMA1-RON2 inh | 2% | 14% | -4% | 82%[activator] | 0% | ?
AmpC inh detg | ? | 6% | -1% | ? | 3% | -7%

43: COc1cc(CNn2c(C)n[nH]c2=S)cc(Cl)c1OCC(=O)NC(C)(C)C
44: Cc1ccc(C(=O)Nc2ccc(F)cc2)cc1NC1=NC2CS(=O)(=O)CC2S1 (configuration not stated)
45: CNc1ccccc1C(C)(C)c1cc(-c2ccco2)n[nH]1
46: O=C(CN1C(=O)CSc2ncccc21)N1CCOCC1
47: CCCC1(c2ccccc2)NC(=O)N(CC(=O)N2CC(=O)Nc3ccccc32)C1=O (configuration not stated)
48: O=C(CSc1nc(=O)n2ccccc2n1)NCc1ccccc1Cl

Compound | 43 | 44 | 45 | 46 | 47 | 48
HCMV inh | -13 | -101* | 3 | -1 | 5 | -20
LmPK inhibitor | -3% | -4% | -7% | 2% | / | /
HCV inh | ? | 0% | -16% | 10% | 19% | 12%
Tb PYK inh | ? | -3% | -2% | 0% | 5% | -5%
AmpC inh no detg | 24% | -8% | -28% | -28% | -20% | 97%[activator]
AMA1-RON2 inh | 77%[activator] | -2% | -17% | -1% | 9% | 9%
AmpC inh detg | -12% | -18% | -2% | ? | 4% | ?

Whole records, quoted from the list:
CC(C)Oc1ccc(CNC(=O)c2ccc3c(c2)nc2n3CCOC2)cc1 is entered as HCMV inh = 16; LmPK inhibitor = /; HCV inh = /; Tb PYK inh = 1%; AmpC inh no detg = /; AMA1-RON2 inh = /; AmpC inh detg = -1%
CNc1ccccc1C(C)(C)c1cc(-c2ccco2)n[nH]1 is entered as HCMV inh = 3; LmPK inhibitor = -7%; HCV inh = -16%; Tb PYK inh = -2%; AmpC inh no detg = -28%; AMA1-RON2 inh = -17%; AmpC inh detg = -2%

Hits appear at their usual frequency. Share with any hit: about 7.5%.
